DNA Pol III inh: qHTS Assay for Inhibitors of DNA Polymerase III Holoenzyme System. reconstituted DNA polymerase III holoenzyme replication, biochemical. Potency, µM (highest dose often 57.1 µM), for the others: top-dose activity change, negative = inhibition. 0.25% of 71,000 active. AID 603, 2007; also: potency is read from the fitted curve at half-maximal effect; % is scaled to controls: 0 for no effect and ±100 for the full control effect
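Reconstituted *E. coli* holoenzyme (0.35 nM Pol III, 1 nM beta, 154 nM SSB, 2 nM primase) was preincubated with compound for 15 min at RT. Synthesis on 1.4 nM ssM13Gori ran 35 min, then was stopped with PicoGreen/EDTA and read as dsDNA fluorescence.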
HBB splice mod: qHTS Assay for Modulators of Hemoglobin Beta Chain Splicing; Potency, µM (titrated, usually from 46.1 µM), for the others: at the top dose activation, usual class: activators; HBB splicing reporter cell assay, activation; EGFP reporter with mutant IVS2-654 intron; response scale: normalised to 500 nM splice-correcting PNA; 0.06% of 65,000 active; AID 925, 2007; also: potency is read from the fitted curve at half-maximal effect; 0% is about no effect
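Compounds were applied for 2 days to HeLa EGFP-654 cells, 500/well in Optimem with 2% FCS. The reporter's EGFP is disrupted by mis-splicing of beta-globin intron IVS2-654. Readout: summed well GFP fluorescence from 488 nm laser scanning; reference was 500 nM antisense […] 654 PNA.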
GFP derepression: qHTS Assay for Epigenetic Modulators. mouse C127i GFP locus derepression, cytometry, 30 h. Potency, µM (highest dose often 46.1 µM), inactives show at the top dose GFP derepression (activation). 0.09% of 68,000 active; also: % of control where 0% means no effect
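Derepression screen: silenced CMV-GFP reporter in murine C127i cells, 30 h compound incubation at 37 C, washed cells imaged by laser-scanning cytometer to enumerate GFP-expressing objects of 20 to 120 um.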
Hsp90 Hop PPI: qHTS Assay for Disrupters of an Hsp90 Co-Chaperone Interaction. 0.44% of 71,000 active. AID 595, 2007. AlphaScreen TPR2A-His6 binding biotin-Hsp90 C-terminal peptide. Potency, µM (series often up to 57 µM), for the others: at the highest dose activity change, negative = inhibition. Hsp90 C-terminal peptide / TPR2A (Hop) interaction, human; active = well fitted curve in either direction with a large enough effect; inconclusive = small, poorly fitted or top-dose-only effect, or another doubt; also: potency is read from the fitted curve at half-maximal effect; % is scaled to controls: 0 for no effect and ±100 for the full control effect; many of its hits are not listed in these tables
USP2a inh: qHTS Assay for Inhibitors of Ubiquitin-specific Protease USP2a; Ubiquitin carboxyl-terminal hydrolase 2 (Homo sapiens), O75604; USP2a enzymatic assay, qHTS inhibition; Potency, µM (top dose mostly 38.3 µM), for inactives: at the highest dose activity change, negative = inhibition, most hits filed as inhibitors; 0.1% of 60,000 active; AID 927, 2007;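 also: potency is read from the fitted curve at half-maximal effect; nearly all actives have a fitted effect of over 60% in size; plate controls were DMSO for no effect and NEM full inhibition control for full effect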
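USP2 core (20nM final) preincubated 30 min RT with compound, then Ub-PLA2 20nM and NBD C6-HPC 20uM final added; buffer 20mM Tris-HCl pH 8.0, 2mM CaCl2. Fluorescence Ex 460/Em 535 read at 0 and 2.5 h; normalized to NEM.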
Ub-GFP proteasome: Ubiquitin-GFP Assay; 67,000 tested, under 10 active; AID 526, 2006; Ubiquitin-GFP reporter cells, proteasome inhibition, GFP fluorescence; response scale: untreated = 0%, 10 µM MG-132 = 100%; Potency, µM (titrated, usually from 45.9 µM), without a hit: at the highest dose activation (GFP accumulation), usual class: activators; active = well fitted activation curve with a large enough effect, not every such curve was filed as active; inconclusive = small, poorly fitted or top-dose-only effect, or another doubt; inactive = no such curve, though single readings can be large or run the other way; also: potency is read from the fitted curve at half-maximal effect
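Proteasome block read as GFP accumulation: ubiquitin(G76V)-GFP U2OS cells exposed to compound (2.9 nM–46 uM) for 4 hr at 37 C. Normalization used untreated cells as 0% and 10 uM MG-132 as 100%; concentration-response curves fitted.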
BRCT PPI green: qHTS Assay for Inhibitors of BRCT-Phosphoprotein Interaction (Green Fluorophore); BRCA1 BRCT-phosphopeptide binding, green fluorescence polarization; Breast cancer type 1 susceptibility protein (Homo sapiens), P38398; Potency, µM (doses to about 76.9 µM), for inactives: at the top dose activity change, negative = inhibition, actives largely listed as inhibitors; 0.05% of 75,000 active;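 also: potency is read from the fitted curve at half-maximal effect; plate controls were peptide without protein for full effect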
Target sequence (P38398 whole entry, looked up): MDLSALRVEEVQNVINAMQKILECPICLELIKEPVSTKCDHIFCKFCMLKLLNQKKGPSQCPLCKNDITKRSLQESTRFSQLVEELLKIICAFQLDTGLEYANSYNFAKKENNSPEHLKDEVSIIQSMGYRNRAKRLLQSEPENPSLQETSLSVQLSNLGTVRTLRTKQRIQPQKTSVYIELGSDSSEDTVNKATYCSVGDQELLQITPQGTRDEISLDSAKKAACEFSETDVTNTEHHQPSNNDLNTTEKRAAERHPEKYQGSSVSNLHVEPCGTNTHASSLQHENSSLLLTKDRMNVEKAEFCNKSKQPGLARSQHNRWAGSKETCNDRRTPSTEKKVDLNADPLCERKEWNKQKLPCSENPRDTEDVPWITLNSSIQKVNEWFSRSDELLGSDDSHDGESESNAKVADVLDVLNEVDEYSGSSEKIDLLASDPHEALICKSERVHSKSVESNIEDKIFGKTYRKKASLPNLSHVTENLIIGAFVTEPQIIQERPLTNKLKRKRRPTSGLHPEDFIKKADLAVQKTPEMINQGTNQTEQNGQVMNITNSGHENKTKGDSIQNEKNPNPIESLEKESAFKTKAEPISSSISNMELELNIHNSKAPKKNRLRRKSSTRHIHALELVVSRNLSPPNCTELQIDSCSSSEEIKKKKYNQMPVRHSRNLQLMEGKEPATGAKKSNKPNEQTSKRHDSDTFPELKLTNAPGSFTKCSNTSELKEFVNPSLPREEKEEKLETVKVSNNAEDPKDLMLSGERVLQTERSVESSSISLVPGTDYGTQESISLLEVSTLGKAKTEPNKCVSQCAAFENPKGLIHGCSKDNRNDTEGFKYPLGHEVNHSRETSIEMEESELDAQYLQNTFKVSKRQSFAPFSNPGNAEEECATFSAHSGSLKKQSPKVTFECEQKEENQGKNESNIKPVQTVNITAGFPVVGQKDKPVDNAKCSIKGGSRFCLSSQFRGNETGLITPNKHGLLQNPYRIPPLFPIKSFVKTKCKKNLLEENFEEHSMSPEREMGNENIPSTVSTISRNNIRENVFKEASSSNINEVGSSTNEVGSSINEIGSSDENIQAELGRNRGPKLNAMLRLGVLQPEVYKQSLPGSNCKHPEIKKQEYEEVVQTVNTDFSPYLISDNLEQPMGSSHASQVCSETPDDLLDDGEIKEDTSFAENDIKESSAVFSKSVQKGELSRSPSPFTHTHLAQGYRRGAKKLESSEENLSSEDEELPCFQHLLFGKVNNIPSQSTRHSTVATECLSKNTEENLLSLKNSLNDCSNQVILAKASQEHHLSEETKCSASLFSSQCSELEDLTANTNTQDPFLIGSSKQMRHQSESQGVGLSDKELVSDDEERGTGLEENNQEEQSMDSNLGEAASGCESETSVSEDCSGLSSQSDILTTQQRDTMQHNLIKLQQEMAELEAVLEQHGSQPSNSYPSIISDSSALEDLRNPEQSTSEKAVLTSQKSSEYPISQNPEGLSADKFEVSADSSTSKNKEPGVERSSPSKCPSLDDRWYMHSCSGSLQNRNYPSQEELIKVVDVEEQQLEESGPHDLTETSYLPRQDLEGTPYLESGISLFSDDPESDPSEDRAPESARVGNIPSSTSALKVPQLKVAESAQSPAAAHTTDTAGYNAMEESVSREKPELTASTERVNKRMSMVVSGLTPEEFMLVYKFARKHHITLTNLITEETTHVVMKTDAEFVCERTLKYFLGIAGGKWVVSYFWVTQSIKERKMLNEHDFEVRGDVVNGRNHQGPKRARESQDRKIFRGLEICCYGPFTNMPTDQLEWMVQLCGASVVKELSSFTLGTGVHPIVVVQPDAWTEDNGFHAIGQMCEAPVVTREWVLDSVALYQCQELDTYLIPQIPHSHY
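Fluorescence polarization: His-tagged BRCT (~35 kDa BRCA1 C-terminus, 250 nM) bound to 100 nM fluorescein-labeled phosphorylated 10-aa BACH1 peptide, pH 7.3 phosphate buffer with DTT and Tween 20. Compounds incubated 12 min at room temperature; inhibition read as lowered polarization.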
HADH2 inhib: qHTS Assay for Inhibitors of HADH2 (Hydroxyacyl-Coenzyme A Dehydrogenase, Type II) | AID 886, 2007 | Potency, µM (doses to about 57.1 µM), inactives show at the highest dose activity change, negative = inhibition, usual class: inhibitors | recombinant HADH2, NADH fluorescence, beta-hydroxybutyryl-CoA | 3.4% of 73,000 active; also: potency is read from the fitted curve at half-maximal effect; % is scaled to controls: 0 for no effect and ±100 for the full control effect; nearly all actives have a fitted effect of over 60% in size; many of its hits are not listed in these tables
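Buffer 100 mM Tris-HCl pH 9.0/0.01% Tween-20; HADH2 20 nM; NAD+ 1 mM; beta-hydroxybutyryl-CoA 90 uM (all final). 15 min cpd preincubation, RT.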
CRE-bla Fsk: Cell signaling CRE-BLA (Fsk stim); CHO CRE-bla reporter (cAMP response element driving beta-lactamase), forskolin EC10, beta-lactamase ratio; Potency, µM (top dose mostly 38.2 µM), without a hit: top-dose activity change, negative = inhibition, hits mostly activators; 2.5% of 71,000 active; AID 662, 2007; active = well fitted activation curve with a large enough effect in the signal ratio, with a control signal flat, not every such curve was filed as active; inconclusive = small, poorly fitted or top-dose-only effect, or effect the other way, or a change in a side signal; the % refers to the signal ratio; also: potency is read from the fitted curve at half-maximal effect; % of control where 0% means no effect
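Titrated compounds plus EC10 NKH 477 on CHO CRE-bla cells, 3 h, 37 °C. CCF4, 2 h RT. Ratio 460/530 nm → AC50.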
BRCT inh red: qHTS Assay for Inhibitors of BRCT-Phosphoprotein Interaction (Red Fluorophore); Breast cancer type 1 susceptibility protein (Homo sapiens), P38398; BRCT-phosphopeptide binding, red fluorescence polarization; Potency, µM (doses to about 76.9 µM), for inactives: at the top dose activity change, negative = inhibition, usual class: inhibitors; 0.03% of 75,000 active; AID 892, 2007; also: % is scaled to controls: 0 for no effect and ±100 for the full control effect
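Fluorescence polarization: 100 nM His-tagged BRCA1 BRCT with 100 nM TAMRA-labelled phospho-BACH1 decapeptide, phosphate buffer pH 7.3 with 150 mM NaCl, DTT, 0.01% Tween 20; 12 min RT. Binding inhibition seen as FP decrease.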
ALOX15 inhib: qHTS Assay for Inhibitors of 15-hLO (15-human lipoxygenase). Polyunsaturated fatty acid lipoxygenase ALOX15 (Homo sapiens), P16050. AID 887, 2007. 1.4% of 74,000 active. purified 15hLO-1, xylenol orange hydroperoxide absorbance. Potency, µM (doses to about 57.1 µM), without a hit: top-dose activity change, negative = inhibition, most hits filed as inhibitors; also: potency is read from the fitted curve at half-maximal effect; % is scaled to controls: 0 for no effect and ±100 for the full control effect; nearly all actives have a fitted effect of over 55% in size
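Purified human 15hLO-1 (40 nM final) in 25 mM Hepes pH 7.5, 0.01% Triton X-100 was preincubated with compound 15 min at room temperature, then reacted 6 min with 50 uM arachidonic acid; hydroperoxide detected by Fe-XO, 573/405 nm absorbance ratio.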
* = called active by the depositor; u = inconclusive; x = not tested or not shown; [ ] = remark or other dose. Unless noted, calls follow the shape of the dose curve; as a rule, active = well fitted curve in the direction sought with a large enough effect; inconclusive = small, poorly fitted or top-dose-only effect, or another doubt; inactive = no such curve, though single readings can be large; an effect the other way counts as inactive or inconclusive. Some of the compounds tested; rates above refer to the full screens.

SMILES	DNA Pol III inh	HBB splice mod	GFP derepression	Hsp90 Hop PPI	USP2a inh	Ub-GFP proteasome	BRCT PPI green	HADH2 inhib	CRE-bla Fsk	BRCT inh red	ALOX15 inhib
Cn1c(SCC(=O)NCC2CCCO2)nnc1-c1ccc(S(=O)(=O)N2CCCC2)cc1 (configuration not stated)	-8%	x	0%	-3%	-4%	-6%	0.9%	13%	-5%	-0.6%	9%
Cc1ccc(-c2noc(CN(C(=O)c3cccc(Br)c3)C(C)C)n2)cc1	6%	-0.7%	x	-5%[2.3 µM]	x	-2%	-5.1%	-1%	u	-0.8%	u
COc1ccccc1Nc1nc(N)nc(CN2CCOCC2)n1	3%	0.4%	5%	-13%	x	-3%	-1.3%	2%	6%	0.1%	9%
CC1(C)CC(=O)C(C=Nc2ccccc2C(=O)O)=C(O)C1	-4%	0.1%	-1%	0%	-12%	5%	-0.4%	17%	0%	-2.6%	15%
Clc1ccc(CSC2=NCCN2)cc1Cl	-9%[11.4 µM]	1.6%[9.22 µM]	2%[9.22 µM]	-1%[11 µM]	x	-6%[9.17 µM]	-0.6%[15.4 µM]	-11%[11.4 µM]	23%[7.6 µM]	1.2%[15.4 µM]	-12%[11.4 µM]
CN(C)Cc1ccccc1	3%	1.0%	x	2%	x	x	-2.8%	-7%	-13%	1.1%	4%
C=C(C)C(=O)OC	-1%	0.1%	x	0%	x	x	0.1%	1%	-7%	-0.3%	-5%
O=C(Cn1c(=O)sc2ccccc21)NCc1ccccn1	-3%	2.0%	x	-3%	x	3%	-1.5%	-1%	-6%	0.6%	4%
CCOC(=O)N1CCN(C(=O)CSc2nnc(-c3cccs3)o2)CC1	1%	-0.8%	-2%	-3%	x	3%	-1.6%	-7%	-4%	-1.2%	-1%
O=C(O)[C@@H]1[C@@H](C(=O)Nc2ncccn2)[C@@H]2C=C[C@@H]1O2	-6%[11.4 µM]	0.2%[9.22 µM]	2%[9.22 µM]	1%[11 µM]	x	2%[9.17 µM]	-0.6%[15.4 µM]	13%[11.4 µM]	8%[7.6 µM]	-1.6%[15.4 µM]	-2%[11.4 µM]
Nc1nncn1C(=O)CCCOc1ccc(Cl)cc1Cl	-6%	-0.4%	0%	10%	5%	3%	1.0%	-25%	u	1.7%	8%
Cc1onc(-c2ccccc2Cl)c1C(=O)N1CCN(c2ccccc2)CC1	-1%	0.3%	0%	-1%	10%	2%	0.3%	8%	-4%	-0.3%	-2%
CCCN(CCC)S(=O)(=O)c1ccc(NS(C)(=O)=O)cc1	2%	1.5%	-4%	1%	6%	7%	0.0%	2%	u	-0.4%	-1%
O=C(c1ccncc1)N1CCC2(CCCN(Cc3ccccc3)C2)CC1	-13%	3.4%	5%[9.22 µM]	-2%	14%	2%	-1.5%	2%	1%	-1.2%	-5%
CCOc1ccc(C(=O)Nc2c(C(N)=O)oc3ccccc23)cc1	3%	-0.3%	0%	4%	10%	1%	-3.1%	-29%	9%	-0.7%	u
CC(=O)c1ccc(OCC(O)CN2CCCC(C)C2)cc1 (configuration not stated)	-13%	-0.1%	x	-5%[2.3 µM]	x	u	-2.2%	-3%	3%	2.2%	11%
CCOC(=O)C1CCCN(C(=O)CC(C)c2ccccc2)C1 (configuration not stated)	4%[11.4 µM]	-2.5%[0.0738 µM]	u	-8%[11 µM]	7%[7.66 µM]	13%[9.17 µM]	-2.5%	-6%[11.4 µM]	u	-1.2%	8%[11.4 µM]
COc1ccc2[nH]c(=O)c(-c3noc(-c4ccc(F)cc4)n3)cc2c1	-24%	x	1%	-4%	66%[activator]	4%	2.3%	33%[activator]	-1%	0.2%	-16%
O=C(c1c(F)cccc1F)N1CCN(c2cccc(C(F)(F)F)c2)CC1	-2%	-0.8%[9.22 µM]	0%	4%	1%	8%	-0.7%	3%	-13%	0.0%	-16%
Cc1nn(-c2ccccc2)c(-c2ccccc2)c1C(=O)O	-4%[11.4 µM]	-5.0%[0.0738 µM]	2%	-5%[11 µM]	28%[7.66 µM]	6%[9.17 µM]	-0.8%	1%[11.4 µM]	u	1.0%	4%[11.4 µM]
Nc1nc(-c2ccc(Cl)cc2Cl)cn1N	-2%	6.8%[0.369 µM]	0%	-8%	6%	-7%	-0.4%	7%	-18%	0.3%	-11%
O=C(Nc1cccc(Cl)c1)N(CCN1CCOCC1)Cc1cccc(Cl)c1	-1%	-0.7%[57.5 µM]	0%	8%	12%	0%	1.7%	-3%	-14%	1.8%	-1%
NS(=O)(=O)c1ccc(CCNC(=O)C2CCCN2C(=O)OCc2ccccc2)cc1 (configuration not stated)	-8%	-1.3%	-2%	-7%	17%	1%	-2.3%	-1%	-2%	-0.9%	8%
COc1ccc(C)cc1NC(=O)CSc1nnc(-c2ccc(OC)c(OC)c2)n1N	7%	-0.4%[57.5 µM]	4%	-1%	14%	-5%	-2.6%	11%	u	-0.3%	9%
CCOC(=O)Cc1csc(SCC(=O)N2CCN(c3ccc(OC)cc3)CC2)n1	-5%	-1.0%	0%	-10%	15%	3%	0.1%	16%	-6%	1.1%	-1%
C/C=C/COC(=O)c1[nH]c2c(c1C)C(=O)CC(c1ccco1)C2 (configuration not stated)	1%	-0.6%	-2%	-3%	x	0%	-0.6%	-26%	1.3µM*	-0.1%	-17%
NS(=O)(=O)c1ccc(N=Nc2ccc[nH]c2=O)cc1	-1%[11.4 µM]	2.6%[9.22 µM]	-2%[9.22 µM]	-4%[11 µM]	x	4%[9.17 µM]	-1.4%[15.4 µM]	-9%[11.4 µM]	7%[7.6 µM]	-0.2%[15.4 µM]	3.2µM*
COc1ccc(-c2nnc(SC(C)C(=O)Nc3nccs3)n2-c2ccccc2)cc1OC (configuration not stated)	-2%	-2.8%	10%	-7%	29%	1%	0.8%	0%	u	-0.2%	6%
CCOc1ccc(C2CC(c3cccc(OC)c3)n3nc(N)nc3N2)cc1 (configuration not stated)	3%	-1.9%	x	-3%[2.3 µM]	x	-6%	-2.4%	6%	0%	0.4%	-24%
CC(=O)C(Sc1nc(N2CCOCC2)nc(N2CCOCC2)n1)C(=O)Nc1ccccc1 (configuration not stated)	-5%	-1.3%	0%	-6%	30%	-6%	-7.1%	-2%	u	0.3%	16µM*
CC(=O)c1cc(-c2ccc(F)cc2)n(CCC(=O)Nc2cc(C)[nH]n2)c1C	0%	0.6%	4%	-11%	16%	3%	0.3%	3%	u	-0.2%	7%
O=C1NCCCc2c1oc1cc(Br)c(O)c(Br)c21	-1%	2.1%	2%	-4%	-10%	9%	-1.9%	x	-9%	0.0%	-29%
Cc1noc(C(=O)N2CC3(C)CC2CC(C)(C)C3)c1Cl (configuration not stated)	-8%	-0.9%	0%	2%	x	8%	-1.1%	-2%	-3%	-1.4%	-28%
Nc1c2c(nc3ccccc13)CCC2	-10%	x	0%	2%	-2%	-2%	0.7%	3%	9%	-0.3%	4%
CCOc1ccc(OCC)c(NC(=O)C2CCCN2S(=O)(=O)c2cccc3cccnc23)c1 (configuration not stated)	8%	-0.7%	-4%	-4%	x	7%	-1.6%	-12%	u	-3.7%	-5%
CCC(Oc1ccccc1)C(=O)N1CCN(c2ccccn2)CC1 (configuration not stated)	-2%	-0.5%	-3%	-1%	2%	1%	1.7%	-5%	u	-2.6%	6%
COC(=O)c1ccccc1NC(=O)n1cc(C)cn1	-3%	0.8%	-4%	-2%	-3%	4%	-1.5%	u	-4%	-1.7%	-5%
CCOCC(=O)Nc1cc(-c2cn3cccnc3n2)ccc1C	4%	3.4%	4%	-2%	-6%	-7%	-4.5%	6.3µM*	u	-2.0%	12%
